ST2 inh: blocks human ST2 binding to IL-33 | inhibition, % for hits at 17 µM | 2.3% of 78,000 active | AlphaLISA ST2-Fc/biotin-IL-33 interaction, 1 h | AID 1259354 | Q01638; in the data active = inhibition above about 30%; inconclusive = mostly about 10% to 28%
Target sequence (Q01638 whole entry, looked up): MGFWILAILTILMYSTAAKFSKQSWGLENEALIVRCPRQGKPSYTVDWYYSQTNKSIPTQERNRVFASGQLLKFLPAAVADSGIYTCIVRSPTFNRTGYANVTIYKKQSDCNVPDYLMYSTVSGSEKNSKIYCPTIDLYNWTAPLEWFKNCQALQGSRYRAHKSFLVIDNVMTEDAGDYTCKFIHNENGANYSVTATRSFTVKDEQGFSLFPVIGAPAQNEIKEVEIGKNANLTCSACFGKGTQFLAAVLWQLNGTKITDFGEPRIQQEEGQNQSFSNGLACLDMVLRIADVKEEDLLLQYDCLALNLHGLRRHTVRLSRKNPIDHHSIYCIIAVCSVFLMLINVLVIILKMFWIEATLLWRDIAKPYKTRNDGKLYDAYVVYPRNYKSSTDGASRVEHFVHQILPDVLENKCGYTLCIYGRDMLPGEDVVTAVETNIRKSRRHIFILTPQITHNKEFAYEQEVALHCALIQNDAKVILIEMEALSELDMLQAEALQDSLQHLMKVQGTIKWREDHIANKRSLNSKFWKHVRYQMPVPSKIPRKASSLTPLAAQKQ
Numbers without * were called inactive; i = inactive; u = inconclusive.

SMILES	ST2 inh
O=C(Nc1cnn(-c2ccc(C(=O)N3CCOc4ccccc4C3)cc2)c1)c1cccnc1	i
COc1ccc(CN(C(=O)CCn2nnnc2C)C(C)C)c2ccccc12	u
CSCC[C@@H](CO)n1ccnc1-c1cc2c(cc1C)OCO2	i
Cc1nc(C2CC2)ncc1C(=O)N(C)Cc1ccccc1-n1cccn1	i
O=C(CCCc1cn[nH]c1)NC1CC(=O)N(Cc2ccc(F)cc2)C1 (centres undefined)	u
COc1ccc(C2C(C#N)=C(N)Oc3n[nH]c(-c4ccc5c(c4)OCO5)c32)cc1O (centres undefined)	i
CC(C)(C)C(=O)Nc1c(C(=O)Nc2cccc(F)c2)oc2ccccc12	i
COc1cc2c(cc1OC)C(C(=O)N1CCCC1)C(c1ccc(SC)cc1)N(C)C2=O (centres undefined)	i
CS(=O)(=O)N1CCC(Oc2ccccc2C(=O)NCCc2ccncc2)CC1	i
O=C(NCC1CCCO1)C1CCN(S(=O)(=O)N2CCCCC2)CC1 (centres undefined)	i
CCOc1ccc(NC(=O)Cc2ccc(OC)cc2)cc1	i
COc1ccc(NC(=O)c2ccccc2Sc2ccc([N+](=O)[O-])cc2)cc1	i
COc1ccc(Nc2cc(C)nc(N3CCN(S(=O)(=O)c4cc(OC)ccc4OC)CC3)n2)cc1	i
CSc1oc(-c2cccs2)nc1S(=O)(=O)c1ccc(Br)cc1	i
O=C(NC[C@H]1O[C@@H](CO)[C@@H](O)[C@H]1N1CCN(c2ccccn2)CC1)c1ccco1	u
CCN1CCN(C(c2cccs2)C(C)NC(=O)c2cccnc2)CC1 (centres undefined)	i
Cc1nc2nc(C)c(NC(=O)Nc3cccc(F)c3)c(=O)n2[nH]1	i
O=C(Nc1ccc(Cl)cc1)c1ccc2nc3ccccc3nc2c1	u
CCCn1c2ccccc2c2nc3cc(OC)c(OC)cc3nc21	i
Cc1cccc(NC(=O)c2ccc(=O)n(Cc3ccc(F)cc3)c2)c1C	i
CC(=O)Nc1ccc2nc(Nc3nc4c(F)cccc4s3)sc2c1	u
O=C(Nc1cccc(Br)c1)c1cc2ccccc2oc1=O	i
COCCCNC(=O)Cn1cnc2sc3c(c2c1=O)CCCC3	i
O=C(c1ccc(/C=C2\Sc3ccccc3N(Cc3ccc(F)cc3)C2=O)cc1)N1CCOCC1	u
Cc1cccc(-c2c(-c3ccccc3)ncn2CCCn2ccnc2)c1	u
CCO[C@H]1COC[C@@H]1NC(=O)CCc1scnc1C	i
Cc1cccc(-c2nnc(-c3nc(NCc4ccccc4C)c4ccccc4n3)o2)c1	i
N#CC1=C2SCN(C3CCCCC3)CN2C(=O)CC1c1ccccc1F (centres undefined)	i
CC(C)CC(NC(=O)c1ccco1)c1nnc2n1CCN(Cc1ccc3c(c1)OCO3)CC2 (centres undefined)	i
CN1CCC2(CC1)CN(C(=O)c1ccc3[nH]ccc3c1)CCN2C	i

Ordered by number of heavy atoms (high to low): 14 of the compounds above.
SMILES	ST2 inh
COc1ccc(Nc2cc(C)nc(N3CCN(S(=O)(=O)c4cc(OC)ccc4OC)CC3)n2)cc1	i
O=C(c1ccc(/C=C2\Sc3ccccc3N(Cc3ccc(F)cc3)C2=O)cc1)N1CCOCC1	u
CC(C)CC(NC(=O)c1ccco1)c1nnc2n1CCN(Cc1ccc3c(c1)OCO3)CC2 (centres undefined)	i
Cc1cccc(-c2nnc(-c3nc(NCc4ccccc4C)c4ccccc4n3)o2)c1	i
O=C(NC[C@H]1O[C@@H](CO)[C@@H](O)[C@H]1N1CCN(c2ccccn2)CC1)c1ccco1	u
CS(=O)(=O)N1CCC(Oc2ccccc2C(=O)NCCc2ccncc2)CC1	i
COc1ccc(NC(=O)c2ccccc2Sc2ccc([N+](=O)[O-])cc2)cc1	i
N#CC1=C2SCN(C3CCCCC3)CN2C(=O)CC1c1ccccc1F (centres undefined)	i
CCN1CCN(C(c2cccs2)C(C)NC(=O)c2cccnc2)CC1 (centres undefined)	i
CN1CCC2(CC1)CN(C(=O)c1ccc3[nH]ccc3c1)CCN2C	i
Cc1nc2nc(C)c(NC(=O)Nc3cccc(F)c3)c(=O)n2[nH]1	i
CSc1oc(-c2cccs2)nc1S(=O)(=O)c1ccc(Br)cc1	i
CCOc1ccc(NC(=O)Cc2ccc(OC)cc2)cc1	i
CCO[C@H]1COC[C@@H]1NC(=O)CCc1scnc1C	i

Continued.
SMILES	ST2 inh
CCCCOC(=O)COc1ccc2c(=O)c(Oc3cccc(C)c3)coc2c1	i
Cc1sc2nc3c4ccccc4c(-c4ccccc4)nn3c(=O)c2c1C	i
COc1cc([C@H]2OC[C@H]3[C@@H]2CO[C@@H]3c2ccc3c(c2)OCO3)cc(OC)c1OC	i
CCN(CC)C(=O)Cn1c(=O)n(-c2ccccc2)c(=O)c2sccc21	i
COc1cc(OC)cc(C(=O)N(c2ccc(Br)cc2)C2C=CS(=O)(=O)C2)c1 (centres undefined)	i
O=C(C1CCCN1S(=O)(=O)c1cccc2nsnc12)N1CCCCCC1 (centres undefined)	i
COc1ccc2cc3cc(C(=O)Nc4cccc([N+](=O)[O-])c4C)sc3nc2c1	u
Cc1cc(N(C)C)nc(Nc2ccc(NC(=O)C(C)(C)C)cc2)n1	u
CC(C)COC(=O)C1C2C=CC3(CN(c4cccc(Cl)c4)C(=O)C13)O2 (centres undefined)	i
CC(NCc1cn(C)nc1-c1ccc(Oc2ccccc2)cc1)c1ccccc1 (centres undefined)	i
Clc1ccc(Nc2nc(Cl)nc(NCCN3CCOCC3)n2)cc1	i
Cc1ccc(C)c(OCc2nc(-c3ccccn3)no2)c1	i
COc1ccc(-c2cc(-c3ccccc3)nc(N3CCOCC3)n2)cc1OC	i
O=C(c1cccc([N+](=O)[O-])c1)c1ccc2c(c1)C(=O)N(N1C(=O)c3ccccc3C1=O)C2=O	i
COC(=O)[C@@H]1Cc2ncn(Cc3ccc(Cl)cc3)c2CN1C(=O)c1cccs1	i

For convenience, part of the list above.
SMILES	ST2 inh
O=C(c1cccc([N+](=O)[O-])c1)c1ccc2c(c1)C(=O)N(N1C(=O)c3ccccc3C1=O)C2=O	i
COC(=O)[C@@H]1Cc2ncn(Cc3ccc(Cl)cc3)c2CN1C(=O)c1cccs1	i

(listing goes on)
SMILES	ST2 inh
Cc1ccc(N2CC(NC(=O)Cc3cccs3)CC2=O)cc1C (centres undefined)	i
O=C(O)CSc1nnc(-c2ccc(Cl)cc2)n1-c1ccccc1	u
CCOc1ccc(N2CC(NC(=O)CCc3ccccc3)CC2=O)cc1 (centres undefined)	i
Cn1c(CCSCCc2nc3ccccc3n2C)nc2ccccc21	i
CN(C)c1ccc(NC(=O)c2ccc(Cl)cc2)cc1	i
COc1cc(OC)c(C2SCCN2S(=O)(=O)c2ccc(C)cc2)cc1OC (centres undefined)	i
COc1[nH]c2ccccc2c1C=NO	i
CCC(C)NC(=O)Cn1c(=O)n(CC(=O)NCc2ccc(C)cc2)c(=O)c2sccc21 (centres undefined)	u
CCCCSc1nc2c([nH]c3ccccc32)c(=O)n1C	i
Clc1ccc(-c2ncnn2-c2ccc(Br)nc2)cc1	u
O=C(NCc1ccc2c(c1)OCO2)c1sc2ccccc2c1Cl	i
COc1ccc(CC(=O)Nc2cccc(F)c2C)cc1	i
COC(=O)Cc1cc(C2CCN(C(=O)c3cccnc3SC)CC2)n[nH]1	i
CCN(CC)CCNC(=O)C1(O)c2ccccc2NC(=O)N1c1ccccc1 (centres undefined)	i
CC(C)c1[nH]nc2c1C(c1cn[nH]c1-c1ccc(F)cc1)C(C#N)=C(N)O2 (centres undefined)	i
COC(=O)CC1C(=O)NCCN1C(=O)c1cc2cc(C)ccc2nc1C (centres undefined)	i
COc1ccc(C(=O)Nc2ccc(-c3nc4cc(C)ccc4o3)c(O)c2)cc1Cl	30.0%*
c1nc(N2CCCCCC2)c2c3c(sc2n1)CCCC3	i
COC(=O)Cn1c(CN2CCN(c3cc(Cl)ccc3C)CC2)nc2c1c(=O)[nH]c(=O)n2C	i
CCCc1cc(C(=O)NC2CCCCC2)no1	i
O=C(CCC(=O)N1CCCC1C(F)(F)F)NC1CCCCCCC1 (centres undefined)	u
CC(COc1ccccc1)NCCS(=O)(=O)N(C)C (centres undefined)	u
O=C(c1c(F)cccc1Cl)N(c1ccc(F)cc1)C1C=CS(=O)(=O)C1 (centres undefined)	i
O=C(Nc1ccc(F)c(Cl)c1)c1ccc(Br)o1	u
Nc1nc(=O)n(C2OC(CO)C(O)C2O)cc1Br (centres undefined)	i
CC(=O)N1CCn2c3c(c4cc(C)ccc42)CCCC31 (centres undefined)	i
CC1(C)CC(=O)C2=C(C1)Nc1ccccc1NC2c1cccc(Cl)c1Cl (centres undefined)	i
Cc1ccc(N2C(=O)C3C4C=CC(O4)C3C2=O)cc1[N+](=O)[O-] (centres undefined)	i
CC1CCCC(NC(=O)C2(O)c3ccccc3NC(=O)N2c2ccccc2)C1C (centres undefined)	i
O=C(c1ccccc1Br)N(c1ccc(Br)cc1)C1C=CS(=O)(=O)C1 (centres undefined)	i
CC(=O)N1CCCCC1C1=CCCN(CCOc2ccc(F)cc2)C1 (centres undefined)	i
Cc1cnc(CNC(=O)CC23CC4CC(CC(C4)C2)C3)cn1	i
CCCC(NC(=O)C1CCOCC1)c1ccccc1 (centres undefined)	i
Oc1ccccc1-c1nc(NCC2CCOC2)c2ccccc2n1 (centres undefined)	i
O=C(O)Cc1c(C(=O)O)nc2ccccc2c1C(=O)O	i
CCCCOC(=O)C(C)Oc1ccc2c(=O)c(Oc3cccc(C)c3)coc2c1 (centres undefined)	i
Cc1ccc(N2CC(NC(=O)Cc3cccc(C)c3)CC2=O)cc1 (centres undefined)	i
CC(C)NC(=O)[C@@]12CC[C@](C)(C(=O)C1)C2(C)C	i
Oc1ccc(O)cc1	i
O=[N+]([O-])c1ccccc1S(=O)(=O)NC12CC3CC(CC(C3)C1)C2	u
CCOC(=O)C1=C(C)NC2=C(C(=O)c3ccccc32)C1c1ccc(C(C)C)cc1 (centres undefined)	i
O=C(NCCc1cccc(Cl)c1)c1ccc([N+](=O)[O-])cc1Cl	i
O=C(Nc1cc(C(F)(F)F)ccc1Cl)c1cc([N+](=O)[O-])ccc1Cl	i
N#Cc1cccc(NC(=O)N[C@H]2[C@H](O)[C@@H](N3CCCCC3)[C@@H]3OC[C@H]2O3)c1	u
Cc1c(Cl)cccc1NS(=O)(=O)c1ccccc1[N+](=O)[O-]	i
COc1cc(/C=C2/OC(=O)c3c2cc(C)[nH]c3=O)ccc1O	i
O=C1C(Br)=C(Br)C(=O)c2ccccc21	i
COC(=O)c1[nH]c2ccc(Br)cc2c1NC(=O)CN(C)C	i
Cn1ccnc1Sc1nc2c(c(=O)n(C)c(=O)n2C)n1Cc1ccc(F)cc1	i
CCCCC(CCC(=O)Nc1ccccn1)C(=O)O (centres undefined)	i
CCCCNc1nc(NCCOC23CC4CC(CC(C4)C2)C3)nc(OCC(F)(F)F)n1	i
CS(=O)(=O)N1CCN(c2ccc(F)cc2)CC1	i
COc1ccccc1C(=O)N/C(=C\c1ccc2c(c1)OCO2)C(=O)NCc1ccco1	i
CC(c1cccc(-c2ccc[nH]c2=O)c1)N1CCCC1 (centres undefined)	u
CC1CN(CC(=O)NC2CCCCC2)CC(C)O1 (centres undefined)	i
O=C(NCc1ccco1)C1CCC(N2C(=O)c3ccccc3C2=O)CC1 (centres undefined)	i
Cc1cccc(C(=O)N2CCN(c3ccc([N+](=O)[O-])c(NC4CC4)c3)CC2)c1	u
COc1ccc(-c2nc3s/c(=C\c4cc(C)c(O)c(C)c4)c(=O)n3n2)cc1	36.0%*
CCCc1ccc(OCC(=O)Nc2cc([N+](=O)[O-])ccc2C)cc1	i
COc1cc(OC)c(NC(=O)c2ccc([N+](=O)[O-])cc2)cc1Cl	u

The list goes on.
SMILES	ST2 inh
O=S(=O)(Nc1cccnc1)c1cccc(S(=O)(=O)c2ccc(Cl)c(Cl)c2)c1	i
Cc1ncnc(NCc2cccnc2Oc2cccc(C(F)(F)F)c2)c1C	i
CCC(=O)N1CCc2cc(Br)cc(S(=O)(=O)N3CCc4ccccc4C3)c21	i
CC[C@H]1CN(S(=O)(=O)c2ccccc2)CC[C@H]1CC(=O)NCc1cccnc1	i
N#CC1=C(N)N(c2ccccc2[N+](=O)[O-])C2=C(C(=O)CCC2)C1c1ccc(F)cc1 (centres undefined)	u
COc1ccc(OC)c(NC2=NS(=O)(=O)c3ccccc32)c1	i
CC1(C)CC(=O)c2cc(OCC(=O)NC3CC3)ccc2O1	i
O=C1c2ccccc2C(=O)N1CSc1nnnn1-c1ccccc1	i
O=C(CCc1ccccc1)Nc1nnc(-c2ccc3c(c2)OCO3)s1	i
Cc1cc(=O)oc(C)c1C(=O)NCCc1ccc(Cl)cc1	i
O=C(CN1C(=O)CC(c2ccccc2)Sc2ccccc21)N1CCCCC1 (centres undefined)	i
Cc1ccc(Cc2c(C)nc3nc(SCC(=O)N4CCC(C)CC4)nn3c2C)cc1	i
CCOC(=O)c1sc2ncn(CC(=O)NCCCOC)c(=O)c2c1C	i
O=C1C(=O)N(Cc2cccnc2)C(c2ccc(Cl)cc2)C1=C(O)c1ccc(Cl)cc1 (centres undefined)	i
CC(C)SCC(=O)N1CCC2(CC1)CN(C)CCN2C	u
CCn1cc(C(=O)NC2CCC(C)CC2)c(=O)c2cc(S(=O)(=O)N3CCC(C)CC3)ccc21 (centres undefined)	i
Nc1cc(=O)nc(SCC(=O)Nc2ccccc2Cl)n1-c1ccccc1	i
CCOc1ccc2nc(Cl)c(C3CC(c4ccc(OC)cc4)=NN3S(C)(=O)=O)cc2c1 (centres undefined)	i
COc1ccc(CCNC(=O)Nc2nc(C)n(C)n2)cc1	i
CC(=O)Nc1ccc(Cl)c(C(=O)NCc2cnc(C)cn2)c1	u
Cn1c(C(=O)NCc2ccc(Cl)cc2)cc2c(=O)n3ccccc3nc21	i
CN(C)c1nc2c(c(=O)[nH]c(=O)n2C)n1CCSc1nc2ccccc2o1	i
O=C(Nc1cccc(N2CCCS2(=O)=O)c1)c1ccccc1C(F)(F)F	i
CCc1csc(CNC(=O)c2csc(C)n2)n1	i
CCSc1sc(CC)cc1C(N)=O	i
COc1ccc(Cc2nnc(Nc3ccc(C(C)C)cc3)[nH]c2=O)cc1	i
c1ccc(COC2CCCN(Cc3cnc(N4CCCC4)nc3)C2)nc1 (centres undefined)	u
Cc1[nH]c(=O)[nH]c(=O)c1S(=O)(=O)Nc1cccc(Cl)c1C	i
CSc1nsc(SC)c1C(=O)Nc1ccccc1I	i

This is a subset (hit frequency here may not be typical).
